Assay outcomes deposited in PubChem by several laboratories.
HTR1E agonist – agonists of human 5-HT1E serotonin receptor | P28566 | CHO 5-HT1E Ga15 NFAT-bla reporter, FRET; 0% DMSO wells, 100% control agonist wells | activation, % at 6 µM | hit rate 0.69% among 65,000 | AID 574;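 active = activation above a set limit, the screen-wide mean activation plus 3 SD, cut at about 8.5% in these data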;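 also: 100% = positive control agonist at 1 µM giving full maximal response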
Target sequence (P28566 whole entry, looked up): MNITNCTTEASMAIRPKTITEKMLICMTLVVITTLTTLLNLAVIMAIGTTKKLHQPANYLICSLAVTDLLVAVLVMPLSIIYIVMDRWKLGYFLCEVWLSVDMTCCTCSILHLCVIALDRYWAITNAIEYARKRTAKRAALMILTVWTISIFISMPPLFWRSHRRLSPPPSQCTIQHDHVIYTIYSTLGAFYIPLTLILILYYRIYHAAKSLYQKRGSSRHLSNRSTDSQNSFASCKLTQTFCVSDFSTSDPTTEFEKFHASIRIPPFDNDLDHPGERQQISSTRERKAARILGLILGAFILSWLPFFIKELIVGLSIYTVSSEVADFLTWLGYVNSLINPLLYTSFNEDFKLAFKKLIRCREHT
NADH coupling – blocks coupling enzymes of NAD/NADH assays. coupled PK/LDH NADH assays, four targets. IC50, µM (titrated, usually from 10 µM), without a hit: at the top dose inhibition. hit rate 0.02% among 65,000. AID 774;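 active = single-dose screening hits from any of four coupled enzyme assays that gave an IC50 when retested across doses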;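 also: the DPM-DC format reads NADH fluorescence rather than 340 nm absorbance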
RORA act – activates the human nuclear receptor RORA; hit rate 1.5% among 65,000; activation, % at 10 µM; P35398; CHO-K1 Gal4-RORA LBD luciferase reporter, luminescence; percent increase over mock-subtracted basal signal;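 active = activation above the mean of all tested compounds plus 3 SD, cut at about 49% in these data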;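 also: 0% = DMSO-treated RORA cells and 100% = added signal equal to DMSO minus mock-transfected cells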
MMP-13 inhibitor – blocks human MMP13 activity | P45452 | MMP-13 fTHP FRET cleavage, Mca fluorescence | inhibition, % at 4 µM | hit rate 0.07% among 65,000 | AID 570;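 active = inhibition above the mean of compound-free control plate wells plus 3 SD, cut at about 14% in these data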;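 also: 0% = DMSO wells and 100% = wells with reference MMP-13 inhibitor after basal subtraction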
5HT1a ag – activates the human 5-HT1a serotonin receptor. P08908. CHO 5-HT1a Ga15 NFAT-bla reporter, FRET ratio; 0% basal, 100% maximal reference agonist. activation, % at 10 µM. hit rate 0.56% among 65,000. AID 567;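 active = activation above the screen-wide mean activation plus 3 SD, cut at about 19% in these data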;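 also: 0% = DMSO wells and 100% = 5-CT at EC100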
5HT1a antag – 5-HT1a (human) receptor antagonism; inhibition, % at 10 µM; hit rate 0.68% among 62,000; P08908; CHO 5-HT1a Ga15 NFAT-bla reporter, antagonist mode; AID 612;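 active = inhibition above the mean of all tested compounds plus 3 SD, cut at about 43% in these data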;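 also: receptor stimulated by 5-CT agonist at 100 nM near EC80; beta-lactamase reporter measured by ratiometric fluorescence of a cleavable substrate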
SF1 activator – SF-1 (human) activation. activation, % at 10 µM. Q13285. AID 522. hit rate 1.9% among 65,000. CHO-K1 Gal4-SF-1 LBD luciferase reporter; % increase over DMSO SF-1-specific signal;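 active = activation above the mean activation of all tested compounds plus 3 SD, cut at about 50% in these data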
Target sequence (Q13285 whole entry, looked up, the tested form may be a part): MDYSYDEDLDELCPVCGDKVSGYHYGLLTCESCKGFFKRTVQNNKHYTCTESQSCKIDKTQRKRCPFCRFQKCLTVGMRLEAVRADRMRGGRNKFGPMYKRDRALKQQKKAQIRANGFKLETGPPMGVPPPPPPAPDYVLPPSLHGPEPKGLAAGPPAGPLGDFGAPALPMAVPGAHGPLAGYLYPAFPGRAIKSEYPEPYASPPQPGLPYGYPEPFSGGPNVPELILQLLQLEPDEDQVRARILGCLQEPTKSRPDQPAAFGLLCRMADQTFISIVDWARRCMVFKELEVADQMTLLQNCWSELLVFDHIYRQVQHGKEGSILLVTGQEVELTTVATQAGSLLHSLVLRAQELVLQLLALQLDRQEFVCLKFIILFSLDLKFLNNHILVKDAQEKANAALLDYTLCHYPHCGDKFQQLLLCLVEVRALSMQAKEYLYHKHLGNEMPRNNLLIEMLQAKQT
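Assay system: CHO-K1 cells co-transfected with Gal4 DBD–human SF-1 LBD, 5xGal4 luciferase reporter / Input: 4,000 cells per well / Incubation: 20 h compound exposure at 37 °C after 1 h cell settling / Detection: SteadyLite luciferase luminescence / Control set: DMSO negative control and −SF1 background wells / Replication: one test per compound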
Ecoli tolC – E. coli tolC mutant growth inhibition | growth inhibition, % at 10 µM (by protocol) | E. coli BW25113 tolC mutant growth, OD615 | hit rate 2.2% among 65,000;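 active = growth inhibition at or above a cutoff equal to the mean over every tested compound plus 3 SD, cut at about 60% in these data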;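 also: growth measured after 20 h incubation at 37 °C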
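Doses: one dose of 10 µM final / Material: E. coli BW25113 ΔtolC::kan, tolC deletion mutant strain / Buffer or medium: LB with kanamycin 50 µg/mL / Evaluation: percent growth inhibition / Detection: optical density read at 615 nm / Incubation: 37 °C, 20 h exposure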
HTR1E antagonist – blocks the human 5-HT1E serotonin receptor. P28566. CHO 5-HT1E Ga15 NFAT-bla reporter, FRET, antagonist. inhibition, % at 6 µM. hit rate 0.99% among 65,000. AID 571;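 active = inhibition above a set limit, the mean inhibition across every tested compound plus 3 SD, cut at about 29% in these data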;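 also: signal is the 460 over 535 nm emission ratio of beta-lactamase substrate; 0% = agonist plus DMSO wells and 100% = wells without agonist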
* marks the source's active call; other numbers are inactive results; / = not tested or not shown; [ ] = another dose, or the depositor's remark.

Every second line gives: HTR1E agonist	NADH coupling	RORA act	MMP-13 inhibitor	5HT1a ag	5HT1a antag	SF1 activator	Ecoli tolC	HTR1E antagonist
[1] Cn1c(SCc2ccccc2F)nnc1-c1cnccn1
→ -0.6	2%	65*	-2	-4.8	0	44	-1	-3
[2] COc1cc2c(cc1NC(=O)CC1SC(N3CCCC3)=NC1=O)oc1ccccc12 (centres undefined)
→ 0.7	7%	10	1	-4.5	7	0	10	5
[3] CCOC(=O)c1c(C)nc(-c2ccccc2)nc1NC(=O)CC
→ 68*	1%	14	1	-0.5	17	31	2	-7
[4] COc1ccc(C(C(=O)OCCN(C)C)c2ccccc2)cc1 (centres undefined)
→ -0.7	6%	-6	2	0.6	4	-1	-7	3
[5] O=C(Cn1c(SCC(=O)NC2CCCC2)nnc1-c1ccncc1)Nc1ccc2c(c1)OCO2
→ -1.2	5%	-13	-5	0.7	1	-8	-12	12
[6] CC(C)n1c(N2CCN(CC(=O)Nc3ccc4c(c3)OCCO4)CC2)nc2ccccc21
→ -0.3	1%	5	-2	-2.0	-8	2	27	-3
[7] c1ccc(-c2nnc(CN3CCC4(CC3)OCCO4)o2)cc1
→ -0.8	3%	-15	2	-1.6	-6	5	-10	1
[8] CC(c1ccco1)N(C(=O)C12CC3CC(CC(C3)C1)C2)c1ccccn1 (centres undefined)
→ 2.0	6%	-7	-2	0.1	2	3	0	6
[9] CCCCOc1ccccc1/C=c1/sc2nc(-c3oc4ccccc4c3C)nn2c1=O
→ 0.1	3%	-2	-1	-1.7	/	-13	5	-4
[10] Cc1ccc2c(SCC(=O)NCc3ccco3)nc(-c3ccc(F)cc3)nc2c1
→ 0.6	4%	22	5	2.0	4	-23	26	-7
[11] Cn1nc(CC(=O)Nc2cccnc2N2CCOCC2)c2ccccc2c1=O
→ 0.7	4%	-19	8	0.9	3	-11	-6	4
[12] CNc1nnc(CSc2nc(C)cc(C)n2)s1
→ -1.0	7%	21	0	0.0	5	22	-16	10
[13] COC(=O)c1c(NC(=O)CN2CCN(C(=O)c3ccco3)CC2)c2cc(C)ccc2n1C
→ -0.4	7%	-3	-6	0.1	-1	-11	-6	4
[14] COc1ccc(-n2nnc3c(=O)n(Cc4cc(C)ccc4C)cnc32)cc1
→ -0.8	6%	8	1	-1.0	16	-2	1	2
[15] O=C(Nc1ccc(F)cc1F)c1ccco1
→ 0.0	5%	13	0	-2.1	-10	-3	-8	-8
[16] CC(=NC1CCN(Cc2ccccc2)CC1)c1c(O)[nH]c(=O)[nH]c1=O
→ -0.3	1%	16	3	-1.2	-7	-6	4	10
[17] Cc1ccc2cccc(S(=O)(=O)Nc3c(C)n(C)n(-c4ccccc4)c3=O)c2n1
→ 0.2	8%	-6	-1	-4.3	0	2	-13	0
[18] Nc1nnc(SCc2ccccc2F)n1-c1ccccc1
→ 0.0	5%	-11	3	-0.9	-10	-5	5	-4
[19] Cc1cc(N2CCN(C(=O)c3ccco3)CC2)n2nc(-c3cccc(F)c3)cc2n1
→ 0.6	5%	-17	-17	1.5	6	-13	-2	-9
[20] Cc1ccc(C(=O)CSc2nnc(-c3ccco3)n2CC2CCCO2)cc1 (centres undefined)
→ -0.4	4%	8	-1	-0.1	0	-1	-15	0
[21] CCCCSc1nc(N)c(C#N)c(-c2cccs2)c1C#N
→ -0.1	2%	-21	-11	3.2	/	-9	5	32*
[22] O=C(c1cc(-c2ccc(Cl)cc2)on1)N1CCOCC1
→ 0.8	4%	37	-6	-1.5	-9	-5	0	-5
[23] COc1ccc(C(=O)Nc2cccc(OC)c2)cc1
→ -0.7	0%	46	-1	-2.3	2	81*	4	-4
[24] Cc1csc(C(C#N)C(=O)c2ccncc2)n1 (centres undefined)
→ -1.2	3%	17	3	-1.0	-8	25	5	-2
[25] O=C(CC1(O)C(=O)Nc2cc(Cl)cc(Cl)c21)c1ccncc1 (centres undefined)
→ -0.6	9%	-24	1	-0.2	20	-10	1	10
[26] CCN(CC)C(=O)C1CCN(Cc2ccc(Br)cc2)CC1
→ -0.7	8%	12	-10	-2.2	-12	42	-19	7
[27] CCOC(=O)C1CCN(C(=O)c2cn(CCOC)c(=O)c3c2c2ccccc2n3C)CC1
→ -0.8	7%[fluoresces]	12	-63[fluorescence artefact?]	1.9	-5	-2	-8	7
[28] COc1ccc(-c2nc3ccccc3o2)cc1NC(=O)c1ccc(Br)o1
→ 1.2	2%	4	-4	-1.6	10	-3	-19	-8
[29] O=C(Nn1c(=O)[nH]c2ccsc2c1=O)c1ccccc1
→ 0.1	0%	-16	0	1.0	-12	-5	-5	-3
[30] O=C(CSc1ncnc2c1oc1ccccc12)NCC1CCCO1 (centres undefined)
→ -0.9	8%	-14	-3	3.0	-4	23	6	5
[31] COc1ccc(NC(=O)c2cnc3ccccn3c2=O)cc1OC
→ 0.8	6%	53*	0	0.2	-11	18	-4	-9
[32] CCC(=O)N[C@@H]1CC(C(C)(C)NC(=O)CC)CC=C1C (some centres undefined)
→ 0.2	3%	-20	5	-3.9	/	6	-6	2
[33] CCOC(=O)c1c(C)oc2c1c(C(c1ccncc1)N1CCOCC1)c(O)c1ccccc12 (centres undefined)
→ -0.2	4%	-8	4	-0.2	18	13	40	-2
[34] C=C(C)c1cccc(C(C)(C)NC(=O)NCCCN2CCCC2=O)c1
→ 1.2	7%	-12	-4	-2.4	-13	2	-7	7
[35] O=C1c2ccccc2NC(c2ccco2)N1O (centres undefined)
→ -0.4	3%	2	-1	-3.0	2	-7	-16	2
[36] CC1(C)Oc2ccc(C(=O)NC3CC3)cc2N(CC(=O)N2CCOCC2)C1=O
→ 0.6	1%	-5	1	-1.3	3	2	6	6
[37] CCCCOC(=O)C1CCCC(C(=O)OCCCC)N1 (centres undefined)
→ -0.3	5%	-18	0	0.9	10	1	-6	-2
[38] COc1ccc(-c2cn3c(C)c(C(=O)N4CCN(c5ccccc5)CC4)sc3n2)cc1
→ 1.7	4%	-13	2	-0.2	-4	5	-2	-4
[39] N#CC1=C(N)Oc2n[nH]c(-c3ccccc3)c2C1c1ccncc1 (centres undefined)
→ 0.6	9%	-13	0	1.2	-15	2	6	-10
[40] O=C(CCCOc1ccccc1)Nc1nncs1
→ -0.1	6%	-9	-2	0.7	-8	21	-17	2
[41] CC(=O)c1nc(N2C(=O)C3CC=C(C)CC3C2=O)sc1C (centres undefined)
→ -0.3	8%	2	-10	-0.3	-7	-9	-6	-4
[42] Cc1ccc(-c2ccc(OCC(=O)N3CCOCC3)cc2)cc1
→ 0.1	2%	-14	8	-1.3	8	-2	18	8
[43] Cc1ccc(-c2noc(CCCC(=O)N3CCOCC3)n2)cc1
→ -1.1	5%	-19	0	-1.2	-13	-2	-9	-1
[44] CC1Cc2nc(SCC(=O)NC3CCCCC3)n(C)c(=O)c2S1 (centres undefined)
→ -2.3	4%	-12	3	0.4	15	19	-15	8
[45] CCOC(=O)c1ccc(NS(=O)(=O)c2ccc3c(c2)oc(=O)n3C)cc1
→ 0.2	5%	9	3	1.2	-18	-10	15	-6
[46] O=C(CN1C(=O)CC(c2ccccc2)=Nc2ccccc21)NCc1ccco1
→ -1.1	2%	-10	-4	-2.3	24	-10	-5	31*
[47] COc1ccc(C(=O)CSc2nnc(Cn3cnc4ccccc43)o2)cc1
→ 0.0	7%	-14	5	-0.5	0	-33	9	-2
[48] O=C(Cc1c(O)c2ccccc2[nH]c1=O)NC1CCCCCCC1
→ 0.3	3%	1	-15	-2.3	6	19	30	-1
[49] COc1ccc(-c2cnnn2-c2ccc(N)cc2)cc1OC
→ -1.3	3%	-5	0	-1.2	-1	5	-8	20
[50] CS(=O)(=O)N1CCCC(C(=O)NCc2ccco2)C1 (centres undefined)
→ -0.7	0%	-6	4	0.3	12	8	-12	3

Grouped by structure, those above with a Cl atom.
Every second line gives: HTR1E agonist	NADH coupling	RORA act	MMP-13 inhibitor	5HT1a ag	5HT1a antag	SF1 activator	Ecoli tolC	HTR1E antagonist
[22] O=C(c1cc(-c2ccc(Cl)cc2)on1)N1CCOCC1
→ 0.8	4%	37	-6	-1.5	-9	-5	0	-5
[25] O=C(CC1(O)C(=O)Nc2cc(Cl)cc(Cl)c21)c1ccncc1 (centres undefined)
→ -0.6	9%	-24	1	-0.2	20	-10	1	10

The list continues.
Every second line gives: HTR1E agonist	NADH coupling	RORA act	MMP-13 inhibitor	5HT1a ag	5HT1a antag	SF1 activator	Ecoli tolC	HTR1E antagonist
[51] CCn1nccc1C(=O)Nc1cc(Cl)ccc1Cl
→ 1.0	3%	-5	-5	-0.7	-6	3	21	9
[52] COc1ccccc1NC(=O)CSc1nnc(CNC(=O)c2ccco2)o1
→ 0.7	6%	-4	4	-3.1	-5	-1	-6	-6
[53] Cn1c2ccc(CC(=O)O)cc2c2cc(CC(=O)O)ccc21
→ 0.1	3%	-11	-9	-1.7	4	-6	-2	-8
[54] Cc1sc(NC(=O)c2ccco2)c(C(c2cccnc2)N2CCN(c3ccc(F)cc3)CC2)c1C (centres undefined)
→ 3.5	6%	-10	2	2.3	0	-48	13	-18
[55] COCCn1c(C)cc(C(=O)CSc2ncnc3sc4c(c23)CCC4)c1C
→ -0.6	5%	-6	5	-1.5	12	-3	0	10

Structures above that contain an aryl thioether with sulfur outside any ring:
Every second line gives: HTR1E agonist	NADH coupling	RORA act	MMP-13 inhibitor	5HT1a ag	5HT1a antag	SF1 activator	Ecoli tolC	HTR1E antagonist
[1] Cn1c(SCc2ccccc2F)nnc1-c1cnccn1
→ -0.6	2%	65*	-2	-4.8	0	44	-1	-3
[5] O=C(Cn1c(SCC(=O)NC2CCCC2)nnc1-c1ccncc1)Nc1ccc2c(c1)OCO2
→ -1.2	5%	-13	-5	0.7	1	-8	-12	12
[10] Cc1ccc2c(SCC(=O)NCc3ccco3)nc(-c3ccc(F)cc3)nc2c1
→ 0.6	4%	22	5	2.0	4	-23	26	-7
[12] CNc1nnc(CSc2nc(C)cc(C)n2)s1
→ -1.0	7%	21	0	0.0	5	22	-16	10
[18] Nc1nnc(SCc2ccccc2F)n1-c1ccccc1
→ 0.0	5%	-11	3	-0.9	-10	-5	5	-4
[20] Cc1ccc(C(=O)CSc2nnc(-c3ccco3)n2CC2CCCO2)cc1 (centres undefined)
→ -0.4	4%	8	-1	-0.1	0	-1	-15	0
[21] CCCCSc1nc(N)c(C#N)c(-c2cccs2)c1C#N
→ -0.1	2%	-21	-11	3.2	/	-9	5	32*
[30] O=C(CSc1ncnc2c1oc1ccccc12)NCC1CCCO1 (centres undefined)
→ -0.9	8%	-14	-3	3.0	-4	23	6	5
[44] CC1Cc2nc(SCC(=O)NC3CCCCC3)n(C)c(=O)c2S1 (centres undefined)
→ -2.3	4%	-12	3	0.4	15	19	-15	8
[47] COc1ccc(C(=O)CSc2nnc(Cn3cnc4ccccc43)o2)cc1
→ 0.0	7%	-14	5	-0.5	0	-33	9	-2
[52] COc1ccccc1NC(=O)CSc1nnc(CNC(=O)c2ccco2)o1
→ 0.7	6%	-4	4	-3.1	-5	-1	-6	-6
[55] COCCn1c(C)cc(C(=O)CSc2ncnc3sc4c(c23)CCC4)c1C
→ -0.6	5%	-6	5	-1.5	12	-3	0	10
